UHRF1 binding: UHRF1 methylated DNA binding inhibitors, primary screen, counter-screen for MBD2 inhibitor project, biochemical, TR-FRET, human UHRF1, single concentration | E3 ubiquitin-protein ligase UHRF1 (Homo sapiens), Q96T88 | UHRF1 binding to methylated oligo | inhibition, % at 4.4 µM | actives 0.75% (n = 370,000); in the data active = inhibition above about 21%;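 note: UHRF1 SRA domain binding a hemimethylated CpG hairpin DNA probe; 0% = median of test compound wells and 100% = reference inhibitor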
LEDGF integ inh: blockers of LEDGF/p75-dependent integrase strand transfer – biochemical, TR-FRET, high throughput, primary screen. actives 0.64% (n = 370,000). AID 743269, 2014. HIV-1 integrase (with human LEDGF/p75). TR-FRET IN-LEDGF/p75 DNA integration, Eu/Cy5. inhibition, % at 3.7 µM;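 active = inhibition above the screen-wide mean plus 3 SD, cut at about 13% in these data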;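 note: signal is the Cy5 over europium emission ratio at 671 and 618 nm; 0% = plate median of compound wells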
PG9 Ab binder: binders of HIV-1 gp120 antibody PG9, primary screen, biochemical, TR-FRET | actives 0.43% (n = 360,000) | TR-FRET gp120-PG9 antibody binding | AID 624416, 2012 | HIV-1 gp120 / PG9 antibody interaction | inhibition, % at 6.7 µM; in the data active = inhibition above about 8.5%
HTRA1 inh: HTRA1 serine protease inhibitors, primary screen, biochemical, fluorescence polarization, HTS. Q92743. recombinant HTRA1, FP-rhodamine activity-based probe. inhibition, % at 5.96 µM. actives 0.5% (n = 340,000); in the data active = inhibition above about 36%;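 note: 0% = enzyme with DMSO and 100% = wells lacking enzyme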
Target sequence (Q92743 whole entry, looked up): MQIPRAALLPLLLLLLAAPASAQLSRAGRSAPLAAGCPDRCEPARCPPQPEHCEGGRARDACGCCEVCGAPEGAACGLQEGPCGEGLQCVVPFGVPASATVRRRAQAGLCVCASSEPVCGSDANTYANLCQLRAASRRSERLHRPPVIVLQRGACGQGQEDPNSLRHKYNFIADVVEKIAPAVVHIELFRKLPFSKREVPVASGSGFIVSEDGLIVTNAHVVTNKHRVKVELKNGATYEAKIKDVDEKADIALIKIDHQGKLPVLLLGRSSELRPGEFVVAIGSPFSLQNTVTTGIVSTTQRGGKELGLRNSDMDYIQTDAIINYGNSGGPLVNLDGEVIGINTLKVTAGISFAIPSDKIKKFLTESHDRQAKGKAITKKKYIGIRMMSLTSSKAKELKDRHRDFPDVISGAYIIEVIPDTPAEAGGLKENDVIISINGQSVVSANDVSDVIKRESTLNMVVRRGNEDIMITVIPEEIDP
Rev-erbA mod: modulators of Rev-erb alpha DNA binding, primary screen, biochemical, FITC-DNA, fluorescence polarization, uHTS | Rev-erbα–FITC-DNA binding, 90 min | activity, % at 10 µM | actives 0.79% (n = 370,000);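 active = activity above about 14%, limit read from the data; passing the limit was not always enough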;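 note: 0% = DMSO wells with 35 nM protein and 100% = DMSO wells with 750 nM protein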
MBD2 DNA inh: inhibitors of MBD2 binding to methylated DNA, primary screen, biochemical, TR-FRET, DNA-binding domain, human; Methyl-CpG-binding domain protein 2 (Homo sapiens), Q9UBB5; MBD2 binding to methylated oligonucleotide; inhibition, % at 4.4 µM; actives 0.31% (n = 370,000); AID 686964, 2013; in the data active = inhibition above about 13%
TCR CD3 inh: inhibitors of human TCR-CD3 interaction, primary screen, biochemical, fluorescence, TAMRA-labeled TCR probe. T-cell receptor (TCR). inhibition, % at 9.4 µM. actives 0.37% (n = 360,000); in the data active = inhibition above about 19%;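 note: recombinant mutant TCR 2C K166C tagged with TAMRA read by polarization; 0% = receptor in buffer alone and 100% = receptor with positive control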
rCAG binder: binders of r(CAG) RNA repeats, primary screen, biochemical, fluorescence; r(CAG) RNA repeat, TO-PRO-1 dye displacement fluorescence; inhibition, % at 3 µM; actives 1.3% (n = 370,000); AID 651821, 2012;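 active = inhibition above the plate cutoff, the mean of all test compounds on that plate plus 3 SD, cut at about 35% in these data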;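 note: 0% = DMSO alone and 100% = 100 µM mitoxantrone as full dye displacement; higher means more dye released from RNA so lower well fluorescence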
mABHD4 FP: ABHD4 inhibitors, primary screen, biochemical, fluorescence polarization, mouse. actives 0.54% (n = 370,000). inhibition, % at 8.92 µM. purified mABHD4, FP-Rh probe fluorescence polarization. (Lyso)-N-acylphosphatidylethanolamine lipase (Mus musculus), Q8VD66. AID 720543, 2013;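 active = inhibition exceeding the mean over every tested compound plus 3 SD, cut at about 30% in these data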;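 note: 0% = plate median of compound wells and 100% = S159A mutant with DMSO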
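Test system: mABHD4 protein | Buffer or medium: HEPES pH 7.0 buffer, 150 mM NaCl, 0.01% Pluronic F-127 | Probe or stimulus: FP-Rh fluorescent activity-based probe, added after compound pre-incubation | Timing: Pre-incubation 45 min, probe exposure 60 min, at 25 °C | Technique: Fluorescence polarization, excitation 525 nm, emission 598 nm, BODIPY TMR filters | Repeats: Single well per compound (singlicate)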
PRMT1 FP inh: PRMT1 methyltransferase inhibitors, primary screen, biochemical, fluorescence polarization | Protein arginine N-methyltransferase 1 (Homo sapiens), Q99873 | recombinant PRMT1, activity-based probe fluorescence polarization | inhibition, % at 2.79 µM | actives 1.3% (n = 370,000) | AID 652257, 2013;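 active = inhibition above about 21% made by adding two undisclosed values, limit read from the data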
Target sequence (Q99873 whole entry, looked up): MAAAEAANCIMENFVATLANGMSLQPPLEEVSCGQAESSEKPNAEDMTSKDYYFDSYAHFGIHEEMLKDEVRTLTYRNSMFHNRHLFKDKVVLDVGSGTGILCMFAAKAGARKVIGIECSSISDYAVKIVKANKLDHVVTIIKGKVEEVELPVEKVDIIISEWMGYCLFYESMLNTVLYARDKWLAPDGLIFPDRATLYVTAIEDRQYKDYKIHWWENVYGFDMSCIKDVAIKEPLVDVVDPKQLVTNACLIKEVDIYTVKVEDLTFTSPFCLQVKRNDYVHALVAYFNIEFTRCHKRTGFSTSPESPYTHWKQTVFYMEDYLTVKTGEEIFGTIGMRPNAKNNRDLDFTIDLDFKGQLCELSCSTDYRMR
The depositor's hits bear a star; · = no result given. Not all compounds are listed, so the mix of outcomes need not match the whole.

A first look (four entries):
1. COc1ccc2c(c1)c(CC(=O)NCc1cc([N+](=O)[O-])ccc1O)c(C)n2C(=O)c1ccc(Cl)cc1
2. Cc1[nH]c2ccccc2c1CCN(Cc1cccs1)C(=S)NC(C)(C)C
3. CCOc1ccc(CCNC(=O)CCC(=O)N2CCSc3ccccc32)cc1OCC
4. COc1ccc(CNC(=O)Cn2nc(C)n3cccc3c2=O)cc1

screen / no.	1	2	3	4
UHRF1 binding	-4	1	0	-2
LEDGF integ inh	3	-2	1	1
PG9 Ab binder	-3.0	-0.9	-0.1	-1.5
HTRA1 inh	-9	6	5	-1
Rev-erbA mod	0	8	2	9
MBD2 DNA inh	-4	3	6	6
TCR CD3 inh	1	-9	1	6
rCAG binder	7	-2	-1	-1
mABHD4 FP	0	4	-6	-1
PRMT1 FP inh	0	3	-12	-9

Main list, from the start:
1. COc1ccc2c(c1)c(CC(=O)NCc1cc([N+](=O)[O-])ccc1O)c(C)n2C(=O)c1ccc(Cl)cc1
2. Cc1[nH]c2ccccc2c1CCN(Cc1cccs1)C(=S)NC(C)(C)C
3. CCOc1ccc(CCNC(=O)CCC(=O)N2CCSc3ccccc32)cc1OCC
4. COc1ccc(CNC(=O)Cn2nc(C)n3cccc3c2=O)cc1
5. COc1ccc(S(=O)(=O)N2CCCC(C(=O)Nc3ccc(OC)c(OC)c3)C2)cc1 (configuration not stated)
6. CN(CC1CCOCC1)C(=O)CC1C(=O)NCCN1CC1CCCCC1 (configuration not stated)
7. CC(C)Cn1nc(NS(=O)(=O)c2ccccc2)c2cc3ccccc3nc21
8. Cn1c(=O)c2c(nc(SCCNS(=O)(=O)c3ccccc3)n2C)n(C)c1=O

screen / no.	1	2	3	4	5	6	7	8
UHRF1 binding	-4	1	0	-2	2	-6	2	-5
LEDGF integ inh	3	-2	1	1	-2	5	3	2
PG9 Ab binder	-3.0	-0.9	-0.1	-1.5	1.5	-3.7	0.4	-0.8
HTRA1 inh	-9	6	5	-1	-1	2	2	-1
Rev-erbA mod	0	8	2	9	-5	-3	4	-2
MBD2 DNA inh	-4	3	6	6	4	-5	-5	0
TCR CD3 inh	1	-9	1	6	-5	1	0	-1
rCAG binder	7	-2	-1	-1	-3	-1	1	0
mABHD4 FP	0	4	-6	-1	-3	2	9	-3
PRMT1 FP inh	0	3	-12	-9	2	0	1	1

9. O=C(CSc1nnc(-c2cccc(S(=O)(=O)N3CCCC3)c2)n1-c1ccccc1)Nc1cccc(C(=O)O)c1
10. Cn1cc(-c2csc(C(O)c3ccccc3)n2)cn1 (configuration not stated)
11. O=C(Nc1nc2cc3c(cc2s1)OCO3)c1cccc(N2C(=O)CCC2=O)c1
12. CCC1=NC(c2ccc(OC)cc2OC)N(O)C1(C)C (configuration not stated)
13. O=C(Nc1ccc2c(c1)CCC2)C1COc2ccccc2O1 (configuration not stated)
14. CC(=O)N(CCC(c1ccco1)C(C)C)Cc1ccc(Cl)cc1 (configuration not stated)
15. O=C(CCCC(=O)OCC(Cl)=C(Cl)Cl)Nc1ccccc1
16. O=C(N[C@H](C(=O)N1CCC[C@H]1C(=O)NCCc1ccccc1Cl)c1ccccc1)C1CCCC1

screen / no.	9	10	11	12	13	14	15	16
UHRF1 binding	2	-1	-2	2	1	8	2	1
LEDGF integ inh	-1	0	0	-3	-2	0	-3	-6
PG9 Ab binder	-0.1	0.6	0.0	-1.5	1.4	-0.3	0.5	2.1
HTRA1 inh	1	·	-5	4	0	·	-4	·
Rev-erbA mod	8	6	-5	0	-3	3	7	-5
MBD2 DNA inh	-4	-6	4	4	-1	0	7	0
TCR CD3 inh	6	0	3	-1	-4	-6	-3	-4
rCAG binder	27	1	-3	2	-1	-6	-10	1
mABHD4 FP	-7	-1	-5	7	-3	0	-21	2
PRMT1 FP inh	-1	-4	-3	3	6	8	5	2

A few values from the entries so far.
CC(=O)N(CCC(c1ccco1)C(C)C)Cc1ccc(Cl)cc1 (configuration not stated) in LEDGF integ inh is listed with 0
CN(CC1CCOCC1)C(=O)CC1C(=O)NCCN1CC1CCCCC1 (configuration not stated) in rCAG binder is listed with -1

(cont.)
17. COc1cc(OC)cc(C(=O)NC(=S)Nc2nnn(C)n2)c1
18. CCn1nnc(NC(=O)C(C)(c2ccccc2)c2ccccc2)n1
19. Cc1c2cnn(CC(=O)N3CCOCC3)c(=O)c2c(C)n1Cc1ccccc1F
20. CCCC(=O)c1cc(-c2nc3ccccc3n2C)n(C)c1
21. COc1ccc(C(=O)CSc2nnc(-c3cccnc3)n2-c2ccccc2)cc1
22. CCN(CCCNC(=O)C1CCN(S(=O)(=O)CC)CC1)c1cccc(C)c1
23. O=C(Nc1nnc(S(=O)(=O)N2CCN(c3ccc(F)cc3)CC2)s1)c1ccccc1
24. COc1ccccc1CN1C(=O)CN(C2CCCC2)C(=O)C1c1ccc(F)cc1 (configuration not stated)

screen / no.	17	18	19	20	21	22	23	24
UHRF1 binding	0	1	0	3	-1	-3	-1	16
LEDGF integ inh	-6	3	0	0	3	1	4	0
PG9 Ab binder	0.5	-2.0	-0.9	-2.1	·	-2.4	-1.4	-1.8
HTRA1 inh	7	-3	3	-3	·	-9	-4	0
Rev-erbA mod	-6	6	13	2	-2	8	1	-3
MBD2 DNA inh	4	3	0	1	-4	-7	0	3
TCR CD3 inh	1	0	-3	-9	·	1	8	6
rCAG binder	-2	-1	3	-4	2	-6	19	-5
mABHD4 FP	-7	-1	1	9	0	-1	-2	-2
PRMT1 FP inh	2	-3	-1	0	-3	-2	1	0

25. Cc1cc(C)c(C)c(S(=O)(=O)NCCN2CCOCC2)c1C
26. CC(=O)NS(=O)(=O)c1ccc(NC(=O)CSc2ccc(C)cc2)cc1
27. Cc1ccc(OCC(=O)N2N=C(C(F)(F)F)CC2(O)C(C)(C)C)cc1C (configuration not stated)
28. COCCCNC(=O)c1cc(C(=O)c2ccccc2Br)c[nH]1
29. O=C1c2ccccc2C(=O)N1CCC#C/C=C1\c2ccccc2C(=O)N1c1ccccc1
30. Cc1ccnc(NC(=O)CC(NC(=O)c2ccccc2Cl)c2ccccc2)c1 (configuration not stated)
31. CCOC(=O)c1cc(-c2ccccc2)sc1NC(=O)COC(=O)c1cccc(S(N)(=O)=O)c1
32. Cc1[nH]n(-c2ccccc2)c(=O)c1/C=N/NC(=O)c1cccc(F)c1

screen / no.	25	26	27	28	29	30	31	32
UHRF1 binding	2	3	4	2	-3	2	-2	-6
LEDGF integ inh	0	0	0	-8	2	-1	-4	-6
PG9 Ab binder	0.2	-1.4	0.5	-1.4	0.3	1.9	1.3	-5.3
HTRA1 inh	-3	-6	-30	0	-10	-2	5	12
Rev-erbA mod	0	6	0	1	3	-2	11	-4
MBD2 DNA inh	6	-1	0	5	-6	-8	-5	-6
TCR CD3 inh	-16	-1	-3	-2	-1	-7	3	-2
rCAG binder	-3	5	-5	-3	12	1	4	9
mABHD4 FP	-11	3	-31	1	2	3	7	22
PRMT1 FP inh	5	4	2	3	2	1	0	-1

33. O=C(Nc1nc(-c2cccnc2)cs1)c1ccc([N+](=O)[O-])cc1
34. COCCNC(=O)C1(C)Cc2c(-c3ccc(NC(C)=O)cc3)ccnc2O1 (configuration not stated)
35. CC(NC(=O)COc1ccc(/C=N/NC(=O)CO)cc1)c1ccccc1 (configuration not stated)
36. Cc1nc(N2CCOCC2)[nH]c(=O)c1C(O)C(Cl)(Cl)Cl (configuration not stated)
37. COCC(=O)N1CCC2CC1c1c(-c3ccc(C(F)(F)F)cc3)cccc12 (configuration not stated)
38. C[C@@]12C[C@@H]3C(=O)N(Cc4ccccc4)CC(=O)N3[C@@H]1N(S(=O)(=O)c1ccccc1)c1ccccc12
39. CCCC(=O)N(c1ccccc1)C1C=CS(=O)(=O)C1 (configuration not stated)
40. Cc1ccc(C)c(S(=O)(=O)N2CCCC2CNC(=O)C(=O)NC2CCCC2)c1 (configuration not stated)

screen / no.	33	34	35	36	37	38	39	40
UHRF1 binding	7	0	-5	6	0	1	6	2
LEDGF integ inh	-2	-2	-2	3	0	2	-1	-2
PG9 Ab binder	-0.6	-2.0	-4.0	-1.3	1.4	·	1.5	0.2
HTRA1 inh	5	·	-3	3	-8	·	11	-5
Rev-erbA mod	-3	-1	4	2	1	1	1	0
MBD2 DNA inh	6	2	-3	-1	5	-3	-3	3
TCR CD3 inh	0	1	7	-6	1	·	-6	-10
rCAG binder	8	0	-3	0	-2	8	-3	-8
mABHD4 FP	1	-4	-2	-5	-4	6	4	7
PRMT1 FP inh	8	-3	-3	0	7	1	2	0

41. Cc1ccc2nc(NCc3ccccc3)[nH]c2c1
42. O=C1CC(c2ccccc2)CC(O)=C1C=Nc1cccc(Cl)c1 (configuration not stated)
43. O=C(Cc1ccc(Cl)cc1)Nc1cccc(-c2nnc(-c3ccco3)o2)c1
44. COc1ccc(NC(=O)CN2CCN(C3c4ccccc4-c4ccccc43)CC2)cc1
45. CC(C)C[C@@H](CN1CCC[C@@H]1CN1C(=O)C(=O)NC[C@@H]1Cc1ccccc1)N1C[C@H](Cc2ccccc2)N(CC2CCCCC2)C(=O)C1=O
46. CCCNC(=O)c1c(CSc2ccccc2)noc1C(=O)NCc1ccccc1
47. COc1ccc(S(=O)(=O)NCC(c2ccco2)N2CCc3ccccc32)cc1 (configuration not stated)
48. CCOC(=O)C(NC(=O)CC)(Nc1ccc(S(=O)(=O)Nc2onc(C)c2C)cc1)C(F)(F)F (configuration not stated)
49. C=CCn1c(SCC(=O)NC2CCCCC2)nnc1-c1ccc(OC)cc1
50. Nc1ccccc1C(=O)/C=C/c1ccc2c(c1)OCO2
51. CCCOC(=O)Cc1c(O)c2ccccc2[nH]c1=O

screen / no.	41	42	43	44	45	46	47	48	49	50	51
UHRF1 binding	-1	4	-5	2	54*	0	1	1	6	-4	2
LEDGF integ inh	-4	5	-3	0	-3	2	2	0	-1	0	-1
PG9 Ab binder	-2.3	-0.1	3.0	-2.0	-0.5	1.3	-3.3	0.1	1.2	-2.2	-0.8
HTRA1 inh	0	-3	-6	-27	·	-52	-2	-5	-2	-19	-1
Rev-erbA mod	-2	-8	-8	8	-4	-3	-3	-4	3	1	0
MBD2 DNA inh	2	1	3	2	4	3	2	-2	4	2	-2
TCR CD3 inh	1	-9	-1	1	0	-2	7	-8	-5	1	4
rCAG binder	3	0	5	4	6	-2	5	2	-7	2	2
mABHD4 FP	4	2	0	-5	5	-6	-5	-1	0	-4	1
PRMT1 FP inh	-2	4	1	-2	1	1	-1	1	-1	4	-4
